# Bioassay records as filed in PubChem BioAssay.
# CatB inh: blocks human cathepsin B protease activity; P07858; purified cathepsin B, fluorogenic substrate, fluorescence; inhibition, %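 (tested at 10 µM)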; 0.1% of 63,000 active; in the data active = inhibition above about 21%;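 note: 0% = enzyme with no compound and 100% = no enzyme blank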
# CatB mixtures: human cathepsin B inhibition by mixtures; P07858; Purified cathepsin B, AMC dipeptide fluorescence, compound mixtures; inhibition, %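 (ten-compound pools at 5 µM per compound and 50 µM total)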; 0.06% of 62,000 active; in the data active = inhibition above about 22%, passing the limit was not always enough;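 note: 0% = enzyme without compound and 100% = no enzyme blank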
# FXIa mix inh: blocks human factor XIa in pooled compound mixtures | P03951 | inhibition, % at 5 µM | 0.19% of 62,000 active | purified FXIa, fluorogenic substrate;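 note: each value is inhibition by a whole ten-compound pool holding the compound; 0% = enzyme with no mixture and 100% = wells lacking enzyme; strong numbers were not always called active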
# Cathepsin G inh: cathepsin G (human) inhibition; AID 581; 0.2% of 62,000 active; P08311; purified enzyme, AMC-tetrapeptide fluorescence, pooled mixtures; inhibition, % at 5 µM (by protocol);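 active = inhibition above 20% in each of the two mixture wells holding the compound; inactive = inhibition of 20% or less in either well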;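 note: 0% = enzyme control without mixture and 100% = blank lacking enzyme; strong numbers were not always called active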
# CatL inh: inhibitors of human cathepsin L | inhibition, %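 (tested at 10 µM)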 | purified cathepsin L, fluorogenic substrate, fluorescence | 0.17% of 58,000 active | AID 460 | P07711; in the data active = inhibition above about 45%;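 note: 0% = enzyme with no compound and 100% = no enzyme blank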
# C1s inh: blocks human complement C1s protease activity; P09871; purified C1s, fluorogenic AMC substrate, pooled mixtures; mean inhibition % of two 10-compound mixtures (stronger effect = higher value), % at 5 µM (by protocol); 0.16% of 62,000 active;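 active = inhibition above 20% in each of the two 10-compound mixture wells holding the compound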;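 note: 0% = enzyme wells lacking compound mixture and 100% = no-enzyme blank wells; some compounds called inactive have numbers as strong as hits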
# Target sequence (P09871 16-437 limits assumed): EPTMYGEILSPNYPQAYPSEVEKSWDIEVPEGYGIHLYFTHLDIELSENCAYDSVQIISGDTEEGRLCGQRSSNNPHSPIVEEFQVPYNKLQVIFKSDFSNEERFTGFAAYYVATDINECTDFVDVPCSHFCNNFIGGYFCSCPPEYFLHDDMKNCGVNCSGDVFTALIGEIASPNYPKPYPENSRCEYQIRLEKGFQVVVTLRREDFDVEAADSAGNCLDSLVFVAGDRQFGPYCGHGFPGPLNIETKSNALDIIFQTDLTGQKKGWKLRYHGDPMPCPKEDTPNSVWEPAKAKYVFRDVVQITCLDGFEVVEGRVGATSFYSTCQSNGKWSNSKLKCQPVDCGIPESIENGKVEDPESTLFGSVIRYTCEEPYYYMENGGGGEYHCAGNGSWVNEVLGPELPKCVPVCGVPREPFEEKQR
# Target sequence (P09871 438-688 limits assumed): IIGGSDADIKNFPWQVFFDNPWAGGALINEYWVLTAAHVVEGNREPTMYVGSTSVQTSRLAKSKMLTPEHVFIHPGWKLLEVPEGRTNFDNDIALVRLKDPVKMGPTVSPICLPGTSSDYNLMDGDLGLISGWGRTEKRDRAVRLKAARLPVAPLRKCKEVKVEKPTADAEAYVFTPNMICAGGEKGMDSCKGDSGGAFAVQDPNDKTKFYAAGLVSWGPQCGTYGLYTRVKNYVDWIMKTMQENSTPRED
# CatS inh: blocks human cathepsin S protease activity; 0.06% of 62,000 active; AID 501; recombinant cathepsin S, AMC dipeptide fluorescence, pooled mixtures; inhibition, %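 (tested at 5 µM per compound within 10-compound mixtures)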; in the data active = inhibition above about 32%, passing the limit was not always enough;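 note: 0% = enzyme without compound and 100% = blank without enzyme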
# Target sequence (P25774 115-331 limits assumed): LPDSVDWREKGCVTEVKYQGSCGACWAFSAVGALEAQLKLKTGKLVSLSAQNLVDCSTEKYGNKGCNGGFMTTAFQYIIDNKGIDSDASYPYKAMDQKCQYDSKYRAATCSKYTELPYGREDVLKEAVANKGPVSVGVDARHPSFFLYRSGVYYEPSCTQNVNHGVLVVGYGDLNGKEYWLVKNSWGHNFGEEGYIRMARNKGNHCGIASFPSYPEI
# A340 absorber: compound absorbs light at 340 nm; compound absorbance at 340 nm, fold over control; fold change at 10 µM; 65,000 tested, under 10 active; AID 708;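 active = at 10 µM dose, initial 340 nm absorbance at least 2 fold that of control wells; inactive = change under 2 fold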;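 note: initial absorbance extrapolated from kinetic A340 decline of NADH oxidation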
# FXIIa mix inh: blocks human factor XIIa in pooled compound mixtures; P00748; purified FXIIa, fluorogenic substrate; inhibition, % at 5 µM; 0.2% of 62,000 active; AID 684;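 note: 0% = enzyme without compound and 100% = no enzyme blank; some results filed as inactive read as strong as hits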
# The depositor's hits bear a star; nt = no result given. Cut-off read from the data, not from the text of the source, unless noted: active = inhibition above about 20% (passing the limit was not always enough); inactive = the rest. Some of the compounds tested; rates above refer to the full screens.
SMILES,CatB inh,CatB mixtures,FXIa mix inh,Cathepsin G inh,CatL inh,C1s inh,CatS inh,A340 absorber,FXIIa mix inh
O=C(CCN1C(=O)C2C3C=CC(C3)C2C1=O)NCc1cccnc1 (stereo not given),7.6,3.3,2.1,6.9,-3.9,-2.3,-6.4,1.02,5.7
O=C(CSc1nnc(-c2ccc(O)cc2)n1Cc1ccco1)c1cccs1,0.3,-7.0,-27.2,-25.0,-3.4,-67.1,-21.8,1,8.3
C#CCn1c(=NC(=O)CN2C(=O)CCC2=O)sc2cccc(C)c21,1.2,0.1,-2.2,-0.8,6.7,-36.9,10.3,1.06,5.0
Clc1ccc(SCCn2cncn2)cc1,0.8,0.2,2.7,7.2,-3.5,3.8,-4.2,1.04,2.2
Cc1sc2nc(CN3CCOCC3)nc(Oc3ccc(NC(=O)c4ccco4)cc3)c2c1C,2.2,3.9,3.7,6.0,6.1,-7.4,9.0,1.01,9.8
COc1ccc(OC)c(C(=O)c2oc3ccccc3c2NC(C)=O)c1,3.1,1.6,4.2,-3.7,3.8,-6.8,-2.5,1.16,5.9
O=C(NC1CCCCC1)c1noc2c1CCCCC2,0.8,0.2,-14.3,3.3,17.8,-25.4,2.6,1,-1.2
CNC(=O)c1ccsc1NC(=O)CN1C(=O)CCC1=O,5.3,-7.4,-7.7,7.1,-2.5,0.5,-3.4,0.98,3.5
CSc1ccc(C2C(C#N)=C(N)N(c3ccccc3)C3=C2C(=O)CCC3)cc1 (stereo not given),7.7,3.2,-1.0,5.2,4.5,-4.0,-2.5,1.08,-14.9
Cn1cnnc1SCC(=O)c1ccco1,-7.1,-4.6,-8.4,0.3,12.8,-3.4,0.4,1.04,0.5
COc1ccc(CCNC(=O)C2CCC(CNc3c(N4CCCC4)c(=O)c3=O)CC2)cc1OC (stereo not given),3.3,4.7,6.4,-1.2,2.6,-4.1,9.2,0.98,-1.8
COc1ccccc1NC(=O)CNC(=O)c1ccc(F)cc1,-2.5,5.3,5.2,0.0,-12.3,3.8,-6.1,1.05,-16.4
COCc1cc(C)n(CC(=O)Nc2ccccc2OC)c(=O)c1C#N,0.1,-0.7,4.4,5.3,8.2,-6.4,-7.7,1.06,10.5
CCn1ncc(C2=NOC(C(=O)N3CCN(c4ccccc4)CC3)C2)c1C (stereo not given),1.9,1.0,6.0,9.1,-0.2,11.5,-0.3,1,1.1
CC(NC(=O)c1cc(-c2ccccc2)on1)c1ccccc1 (stereo not given),1.4,-6.4,-1.1,-5.2,15.2,-25.3,-3.0,1.02,8.6
CCCn1c2c(c(O)c(C(=O)Nc3ccccc3)c1=O)CCCC2,1.2,3.4,3.9,9.8,6.5,9.1,0.8,1.03,-22.3
N=c1n(CCN2CCCC2)c2ccccc2n1CC(O)c1ccco1 (stereo not given),-2.1,43.3,8.4,14.9,-3.9,13.2,33.2,1.02,1.2
COc1ccc(C(=O)CSc2nnc(-c3ccco3)n2C)cc1,0.6,1.4,3.5,9.7,-4.1,10.1,-0.6,1.03,12.4
CN1CCN(C(=O)c2ccc3c(c2)N(Cc2ccc(Cl)cc2)C(=O)c2ccccc2S3=O)CC1 (stereo not given),-4.3,-6.3,-2.1,-7.9,9.3,-11.7,-2.4,1.05,1.1
Cc1noc(C)c1S(=O)(=O)N1CCCC(C(=O)NCc2ccccn2)C1 (stereo not given),-2.8,8.2,9.0,0.9,14.0,2.4,1.8,1.01,0.9
Cc1cc(=O)n2nc(N3CCC(C(=O)NCCc4ccccc4)CC3)sc2n1,-5.6,6.6,7.4,-1.3,15.8,2.2,18.3,1.03,-14.9
CCS(=O)(=O)N1CCCC(C(=O)NCc2ccc3c(c2)OCO3)C1 (stereo not given),0.2,4.3,1.8,17.9,-3.3,16.3,-3.7,0.98,11.4
CCOC(=O)c1oc2c(CN3CCN(C)CC3)c(O)ccc2c(=O)c1-c1ccccc1OC,2.4,0.3,6.8,1.4,2.5,-2.9,11.0,1.01,7.1
OC12CCCCC1C(c1ccc3c(c1)OCO3)N(Cc1cccc(F)c1)CC2 (stereo not given),0.3,-3.8,-7.9,6.3,10.8,-30.0,6.0,1.02,10.6
O=C(OCn1nnc2ccccc2c1=O)c1cccnc1,1.5,1.9,-3.8,6.8,9.9,-1.3,0.0,0.96,12.4
O=C1CCCCCN1C(=O)c1cccc(C(=O)N2CCCCCC2=O)c1,7.2,3.9,8.7,12.8,nt,9.8,-0.9,0.97,10.5
Cc1cc2c3c(c1)C1(C(=O)N3C(C)(C)CC2C)C(C#N)=C(N)Oc2cc(O)ccc21 (stereo not given),4.7,0.9,0.6,8.4,14.1,-0.8,2.5,0.97,1.4
O=C(NCCC1=CCCCC1)c1ccc(Cl)c(S(=O)(=O)N2CCOCC2)c1,4.9,1.6,-0.6,5.0,-7.5,5.6,-1.2,1.04,14.2
Cc1cc(C)cc(NC(=O)C2CCN(c3nccs3)CC2)c1,-1.3,0.5,8.1,6.8,4.5,-0.6,0.2,0.98,-3.6
O=C(NC1CC2CCCC(C1)N2Cc1cccs1)N1CCOCC1 (stereo not given),4.5,3.1,7.2,-3.4,10.1,1.6,12.1,1.01,-20.1
COc1ccc(S(=O)(=O)N2CCSC2c2ccc(OC)c(OC)c2)cc1 (stereo not given),-0.3,7.4,6.2,9.5,5.5,15.9,0.1,0.99,-0.8
Cc1[nH]c2ccccc2c1C1(O)C(=O)N(Cc2ccc3c(c2)OCO3)c2ccccc21 (stereo not given),-0.6,3.1,6.5,12.3,6.6,13.2,-5.8,1.04,-0.4
CCOC(=O)CNC(=O)c1sc(NC(=O)c2ccccc2F)nc1C,7.3,3.0,-0.2,4.6,41.3,-3.8,4.8,1.1,-15.2
CCN1CCN(C(=O)CN(c2ccc(C)cc2)S(C)(=O)=O)CC1,-1.2,0.8,7.6,-2.9,12.7,-2.2,10.6,1.02,3.7
O=C(NC1CCCc2ccccc21)C1CCN(S(=O)(=O)N2CCCCCC2)CC1 (stereo not given),1.4,-3.2,3.7,-4.0,-7.0,-4.1,-2.9,1,-8.3
O=P(O)(O)c1ccccc1OCCOCCOc1ccccc1P(=O)(O)O,-0.5,-8.6,1.6,10.1,-0.1,6.4,-0.9,0.98,2.4
COc1ccc(CN2CCCC2C(=O)Nc2ccc(OC)c(OC)c2)cc1OC (stereo not given),5.1,-1.5,5.5,-2.0,nt,-32.0,-4.0,1.05,10.4
O=C(CN1C(=O)c2ccccc2C1=O)N1CCCCC1,1.6,-5.5,-5.5,10.9,-12.2,-3.3,11.5,0.99,9.7
CN1CCc2c(sc3c2c(=O)n(-c2ccccc2)c2nnc(SCc4ccc(Cl)cc4)n32)C1,5.9,3.4,7.4,12.8,1.5,12.5,-1.1,1.07,8.0
Cc1ccsc1C(=O)OCC(=O)N1CC(=O)Nc2ccccc21,-2.5,-2.7,-6.5,-0.9,6.9,-17.5,3.8,0.99,5.7
O=C(NCC(c1cccnc1)N1CCN(c2ccccc2F)CC1)c1cccc(Cl)c1 (stereo not given),-1.7,1.3,6.0,8.4,-8.3,28.5,-8.0,1.01,-3.5
CCCS(=O)(=O)NCCc1cc2c(OC)ccc(OC)c2[nH]c1=O,6.7,1.5,4.8,13.6,16.1,8.4,10.1,1.01,0.3
CCOC(=O)C(CC)Sc1nc2c(c(=O)[nH]c(=O)n2C)n1CCc1ccccc1 (stereo not given),0.8,3.7,4.7,11.5,-5.2,17.4,12.2,1.03,-9.5
CC(=O)c1cccc(NC2c3ncccc3C(=O)N2Cc2ccco2)c1 (stereo not given),-2.5,-1.9,3.9,-1.6,-0.6,-7.0,-4.7,1.06,11.5
NC(=O)c1ccsc1NC(=O)C1CCCN1S(=O)(=O)c1ccc(Cl)cc1 (stereo not given),-4.4,2.4,6.5,-0.2,-6.0,-27.6,-6.2,1.02,3.5
O=C(CP(=O)(c1ccccc1)c1ccccc1)Nn1cnnc1,nt,1.8,6.7,6.8,nt,8.9,18.1,1.03,-15.9
CCCS(=O)(=O)N1CCN(C(=O)c2ccc(-c3ccccc3)cc2)CC1,-7.9,-3.9,8.6,-1.7,5.2,-4.8,-17.8,1.02,-1.0
O=S(=O)(NCCSc1ccccc1)c1cccs1,3.4,3.4,-14.5,7.3,-3.5,-31.8,-8.8,1,5.3
COc1ccc(CCNC(=O)CCn2c(=O)oc3ccccc32)cc1,4.9,0.7,8.1,-3.5,15.0,-2.2,5.9,1.03,10.5
O=C(CN1C(=O)C2CC=C(Cl)CC2C1=O)NCc1ccccc1 (stereo not given),3.3,4.4,4.3,10.8,5.4,12.4,4.9,1.03,3.4
CN1C(=O)NC(c2ccc(O)cc2)C(C(=O)c2cccs2)C1(O)C(F)(F)F (stereo not given),1.3,4.7,4.3,12.2,4.1,-2.8,2.6,1.07,2.2
O=C(Nc1nc(-c2ccc(S(=O)(=O)N3CCCC3)cc2)cs1)c1ccco1,9.3,-1.1,-9.4,12.8,nt,-3.9,7.7,1.15,-0.2
COc1ccc(C(=O)c2c[nH]c3ccccc23)cc1,-1.9,3.2,0.3,0.7,-0.9,4.4,11.8,1.11,6.4
CN(C)CCCNC(=O)c1ccc2[nH]c3ccccc3c2c1,1.2,3.3,3.5,5.5,-8.0,-5.6,12.3,1.02,-17.1
CN(C)C(=O)N1CCC(C(=O)NCc2cccs2)CC1,4.2,-3.0,1.7,13.9,4.5,15.7,10.0,1.01,4.2
CC(=O)Nc1cccc(C(=O)OCc2ccccc2)c1,2.5,-5.0,6.5,18.2,nt,13.1,6.2,1.09,-0.4
N#C/C(=C1/CCCCCN1)c1nnc2n1CCCCC2,-0.9,22.9,5.9,2.2,21.5,0.3,9.0,1.03,0.5
COc1cc(OC)cc(C(=O)N2CCCc3ccccc32)c1,-3.4,3.4,9.5,2.2,-10.6,2.7,-5.0,1.04,29.8
O=C(CCNS(=O)(=O)c1cccc2nsnc12)N1CC(=O)N(CCc2ccccc2)C(=O)C1,4.7,2.1,0.4,5.5,25.3,6.2,14.8,0.99,5.4
COc1ccc(C)cc1S(=O)(=O)N1CCC(C)CC1,5.6,2.6,4.0,-0.7,19.2,-4.3,18.8,1,14.4

# The closing 4 entries of the part above are carried over, then new ones follow:
SMILES,CatB inh,CatB mixtures,FXIa mix inh,Cathepsin G inh,CatL inh,C1s inh,CatS inh,A340 absorber,FXIIa mix inh
N#C/C(=C1/CCCCCN1)c1nnc2n1CCCCC2,-0.9,22.9,5.9,2.2,21.5,0.3,9.0,1.03,0.5
COc1cc(OC)cc(C(=O)N2CCCc3ccccc32)c1,-3.4,3.4,9.5,2.2,-10.6,2.7,-5.0,1.04,29.8
O=C(CCNS(=O)(=O)c1cccc2nsnc12)N1CC(=O)N(CCc2ccccc2)C(=O)C1,4.7,2.1,0.4,5.5,25.3,6.2,14.8,0.99,5.4
COc1ccc(C)cc1S(=O)(=O)N1CCC(C)CC1,5.6,2.6,4.0,-0.7,19.2,-4.3,18.8,1,14.4
CCCCNC1C(CC)C(CCC)C(C#N)(C#N)C1(C#N)C#N (stereo not given),-1.3,7.3,6.7,2.8,9.9,-7.8,25.2,0.99,3.0
Cc1onc(-c2ccccc2Cl)c1C(=O)Nc1nnc(-c2ccc(F)cc2)s1,1.1,0.4,10.9,6.4,-3.6,2.5,0.2,1.09,4.7
O=C(CCNc1ccc(Cl)c(C(F)(F)F)c1)c1ccco1,3.1,5.9,8.8,-0.8,11.9,-25.7,20.5,1.07,8.9
C#CCSc1nsc(SCC#C)c1C#N,0.0,-4.1,8.5,12.2,10.3,13.4,-1.5,1,6.7
COc1ccc2c(c1)C(=O)N(c1ccccc1OC)C(=O)C2(C)C,0.1,-2.3,8.1,-0.4,-3.7,-0.5,-2.0,1.03,3.5
Cc1cc(NC(=O)NC2CCCN2S(=O)(=O)c2ccc(Cl)cc2)no1 (stereo not given),4.7,1.8,7.9,10.2,7.3,4.4,-7.0,1.04,6.1
